T cell HTS: T cell immune modulation candidate. 2C CD8+ T cell-vesicle binding, flow cytometry; active compounds read low. calls only at 7 µM. 330,000 tested, 0.068% active;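 active means response, share of CD8 T cells binding vesicles, and their 90th percentile fluorescence all below set limits, cut at about 80% in these data, passing the limit was not always enough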
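incubation = binding step 1.5 h, 37 °C, antibody labelling 20 min, ice | test system = 2C mouse CD8+ T cells | read-out basis = percent CD8+ FL2 mean versus row control | controls = Peptide-free naked vesicles (low) and QL9 vesicles with 0.7% DMSO vehicle (high) | detection = flow cytometry of vesicle-bound cells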
b-catenin transl: modulators of beta-catenin nuclear translocation | nuclear translocation activity, % at 5 µM | HeLa beta-catenin nuclear translocation, immunofluorescence imaging | AID 1665 | 190,000 tested, 0.3% active;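 active means nuclear translocation activity above 50% at 5 µM, with a well cell count of 50 or more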;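 further: per-cell ratio of nuclear to cytoplasmic median beta-catenin stain intensity; plate controls were DMSO negative control for no effect and GSK-3 inhibitor IX positive control for full effect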
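test system = HeLa cells, endogenous beta-catenin | dosing = single 5 µM dose plus 0.02–20 µM confirmation series | times = compound treatment 24 h, 37°C, 5% CO2 | technique = beta-catenin immunofluorescence imaging with DAPI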
MT stabilizer: microtubule stabilizers in HeLa cells; HeLa tubulin immunostaining HCS, 24 h; share of cells brighter than vehicle mean+2SD; 200,000 tested, 0.83% active; % tubulin-high responders, % at 10 µM;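 active means plate Z-score above 3 for both tubulin-high and condensed-nucleus cell shares, with cell loss under 80%, at 10 µM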;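 further: anti alpha tubulin signal scored within the nucleus-defined area of each cell; some results filed as inactive read as strong as hits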
Lipid droplet: hepatic lipid droplet formation modulation. AML12 mouse hepatocytes, oleate lipid droplets, BODIPY imaging. 240,000 tested, 0.4% active. inhibition, % at 6.5 µM;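 active means lipid droplet intensity inhibited by at least 50%, with more than 500 cells counted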
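Test system: AML12 hepatocytes (mouse); reagent: oleate loading, 100 µM; dosing: one dose, 6.5 µM compound; incubation: overnight exposure; signal: fluorescence imaging, 20x objective, two fields per well; read-out basis: % inhibition of corrected integrated BODIPY droplet signal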
Lipid droplet cells 6.5 µM: recorded beside Lipid droplet, whose call it bears; cell count; measured here: cell count, cytotoxicity flag;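 cells counted across two imaged fields per well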
b-catenin transl cell count 5 µM: second read-out of b-catenin transl, no call of its own (marks repeat the call); cell count; measured here: cell count, cytotoxicity flag
T cell HTS vesicle-bound %: further read-out of T cell HTS, marked with its call; double positive events, %; measured here: CD8+ vesicle-bound cell fraction;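 binding gate set so that unloaded-vesicle control wells show 10% double positive cells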
MT stabilizer Hoechst-high %: recorded beside MT stabilizer, whose call it bears; % Hoechst-high responders; measured here: nuclear condensation Hoechst responders;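 share of cells brighter than vehicle mean plus two SD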
MT stabilizer cytotoxicity %: second read-out of MT stabilizer, no call of its own (marks repeat the call); toxicity, %; measured here: cytotoxicity by cell density;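 0% = mean cell density of plate MIN control wells and 100% = no cells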
Numbers without * were called inactive; i = inactive; / = not tested or not shown. The list is partial; the hit share may differ from the screen's.

SMILES | T cell HTS | T cell HTS vesicle-bound % | b-catenin transl | MT stabilizer | Lipid droplet | Lipid droplet cells 6.5 µM | others
Cc1cccc(OCC(=O)Nc2ccc(N3CCN(C(=O)c4ccccc4)CC3)cc2)c1C | i | 55 | / | / | 14 | 868
CCN(CC)c1ccc(Nc2cc3n(c(=O)n2)CCc2cc(OC)c(OC)cc2-3)cc1 | i | 23 | / | / | -11 | 796
COCCNC(=O)CN(CCc1ccccc1)S(=O)(=O)c1ccc(Br)cc1 | i | 64 | / | / | -1 | 808
CCc1c(C(=O)NCCc2cccc(C)c2)[nH]c(C)c1C(C)=O | i | 53 | / | / | -6 | 841
O=C(Cc1ccc(O)cc1)N/N=C/c1cccnc1 | i | 30 | / | / | -3 | 695
COCCn1c(SCC(=O)N2CCOCC2)nc2c(c1=O)SCC2 | i | 58 | / | / | 5 | 683
Cc1c(NC(=S)NC(=O)c2ccccc2Cl)c(=O)n(-c2ccccc2)n1C | i | 52 | / | / | 11 | 817
Cc1cccc(NC(=O)Cn2cc(C(=O)C3CC3)c3ccccc32)c1 | i | 26 | / | / | 51* | 819*
Cc1onc(-c2ccccc2)c1C(=O)Nc1nnc(C(C)(C)C)s1 | i | 25 | / | / | -6 | 829
Cc1cc(NC(=O)CSc2nc(N)c(NC(=O)c3ccccc3F)c(=O)[nH]2)no1 | i | 64 | / | / | 25 | 698
Cc1nc2ccccc2c2oc(C(=O)NCCCN3CC(C)CC(C)C3)cc12 (stereo unspecified) | i | 3 | / | / | -1 | 762
O=S(=O)(NCc1ccc2c(c1)OCO2)c1ccc(F)cc1 | i | 71 | / | / | 27 | 851

Part of the list above in order of SMILES length, smallest number first.
SMILES | T cell HTS | T cell HTS vesicle-bound % | b-catenin transl | MT stabilizer | Lipid droplet | Lipid droplet cells 6.5 µM | others
O=C(Cc1ccc(O)cc1)N/N=C/c1cccnc1 | i | 30 | / | / | -3 | 695
O=S(=O)(NCc1ccc2c(c1)OCO2)c1ccc(F)cc1 | i | 71 | / | / | 27 | 851
Cc1c(NC(=S)NC(=O)c2ccccc2Cl)c(=O)n(-c2ccccc2)n1C | i | 52 | / | / | 11 | 817
Cc1cc(NC(=O)CSc2nc(N)c(NC(=O)c3ccccc3F)c(=O)[nH]2)no1 | i | 64 | / | / | 25 | 698

More results follow.
SMILES | T cell HTS | T cell HTS vesicle-bound % | b-catenin transl | MT stabilizer | Lipid droplet | Lipid droplet cells 6.5 µM | others
COc1ccc(C(C)(C)NC(=O)C2CCC(=O)N(C3CC3)C2)cc1OC (stereo unspecified) | i | 10 | / | / | -4 | 682
COc1ccc(OC)c(NC(=O)c2cccc3c2C(=O)N(C2CCCCC2)C3)c1 | i | 32 | / | / | -3 | 769
O=C(CNc1cc(S(=O)(=O)N2CCOCC2)ccc1NCC1CCCO1)Nc1cccc(F)c1 (stereo unspecified) | i | 11 | / | / | -36 | 701
CCc1sc(C(=O)Nc2cccnc2)cc1Br | i | 12 | / | / | -27 | 656
COc1ccc(C(CNC(=O)Cc2ccccc2Cl)N2CCCCC2)cc1 (stereo unspecified) | i | 47 | / | / | -19 | 816
COc1ccc2[nH]c3c(=O)n(CCCC(=O)NC4CCC(C)CC4)c(=S)[nH]c3c2c1 (stereo unspecified) | i | 23 | / | / | 10 | 711
CC(C)c1ccc(NC(=O)C2CCCN(S(=O)(=O)c3cccnc3)C2)cc1 (stereo unspecified) | i | 12 | / | / | 0 | 782
O=C(Nc1nnc(-c2ccco2)o1)c1ccc(Cl)s1 | i | 24 | / | / | -1 | 646
COc1cc2ccccc2cc1C(=O)Nc1ccc(CN2CCOCC2)cc1 | i | 31 | / | / | 8 | 768
CCN(CC(=O)N1CCOCC1)S(=O)(=O)c1ccc(F)cc1 | i | 12 | / | / | 0 | 779
COc1ccc(OC)c(/C=C2\N=C(c3ccccc3)OC2=O)c1 | i | 62 | / | / | -9 | 785
Cc1cc(C)c(S(=O)(=O)N2CCOCC2)c(C)c1N(C)S(=O)(=O)c1ccccc1 | i | 13 | / | / | -19 | 626
COc1ccc(-c2csc(NC(=O)Cc3cc(OC)c(OC)c(OC)c3)n2)cc1OC | i | 25 | / | / | 9 | 819
CS(=O)(=O)c1nc(S(=O)(=O)c2ccc(Cl)cc2)c(N2CCN(CCO)CC2)s1 | i | 8 | / | / | -35 | 614
CC1CCN(S(=O)(=O)c2nnc(NC(=O)c3ccccc3Br)s2)CC1 | i | 44 | / | / | 7 | 754
COc1ccccc1OCCCC(=O)Nc1nnc(C2CCCO2)s1 (stereo unspecified) | i | 37 | / | / | -9 | 773
O=C(O)c1cc(-c2ccc(-c3ccc(F)cc3)o2)nc2ccccc12 | i | 22 | / | / | -2 | 733
Cc1cccc(C(=O)N2CCNC(=O)C2CC(=O)Nc2cccc(Cl)c2)c1 (stereo unspecified) | i | 68 | / | / | -17 | 682
CN(CC(=O)N1CCc2ccccc2C1)c1ccccc1 | i | 38 | / | / | -6 | 411
O=C(O)C1C2C=CC(O2)C1C(=O)Nc1cccc(C(F)(F)F)c1 (stereo unspecified) | i | 52 | / | / | 10 | 815
CCc1ccc(NC(=O)C(CC)Sc2nc3ccsc3c(=O)n2CCC(=O)O)cc1 (stereo unspecified) | i | 34 | / | / | 17 | 699
COc1ccc2oc(=O)cc(-c3cc4ccccc4o3)c2c1 | i | 32 | / | / | 0 | 649
C=CCOc1ccc(/C=C2/C(=O)ON=C2C)cc1OC | i | 26 | / | / | -12 | 396
CC(C)(C)c1ccc(S(=O)(=O)Nc2ccc(C(=O)N3CCCC3)cc2)cc1 | i | 57 | / | / | -52 | 668

Structures from the list above that have a thiophene ring, fused or not (3):
SMILES | T cell HTS | T cell HTS vesicle-bound % | b-catenin transl | MT stabilizer | Lipid droplet | Lipid droplet cells 6.5 µM | others
CCc1sc(C(=O)Nc2cccnc2)cc1Br | i | 12 | / | / | -27 | 656
O=C(Nc1nnc(-c2ccco2)o1)c1ccc(Cl)s1 | i | 24 | / | / | -1 | 646
CCc1ccc(NC(=O)C(CC)Sc2nc3ccsc3c(=O)n2CCC(=O)O)cc1 (stereo unspecified) | i | 34 | / | / | 17 | 699

The listing picks up with the two entries that preceded the break.
SMILES | T cell HTS | T cell HTS vesicle-bound % | b-catenin transl | MT stabilizer | Lipid droplet | Lipid droplet cells 6.5 µM | others
C=CCOc1ccc(/C=C2/C(=O)ON=C2C)cc1OC | i | 26 | / | / | -12 | 396
CC(C)(C)c1ccc(S(=O)(=O)Nc2ccc(C(=O)N3CCCC3)cc2)cc1 | i | 57 | / | / | -52 | 668
O=C(c1c(F)cccc1F)N1CCCC(c2nc(-c3ccc(F)cc3)no2)C1 (stereo unspecified) | i | 61 | / | / | -8 | 792
CC(C)COc1cccc(C(=O)NNC(=O)C2COc3ccccc3O2)c1 (stereo unspecified) | i | 58 | / | / | -5 | 830
CC1CCCCC1NC(=O)CCN1C(=O)C2C3C=CC(C3)C2C1=O (stereo unspecified) | i | 51 | / | / | 12 | 741
CN(C(=O)c1cccc([N+](=O)[O-])c1)c1ccccc1C(=O)NCc1ccccc1 | i | 11 | / | / | -9 | 699
O=C(Nc1ccc(C(=O)N2CCN(c3ccc(F)cc3)CC2)cc1)C1=CSCCO1 | i | 9 | / | / | -22 | 678
O=C(Nc1cccc(F)c1)Nc1ccnn1C1CCN(C(=O)c2cscn2)CC1 | i | 37 | / | / | 0 | 854
COc1ccc(NCc2cc(=O)oc3cc(NC(C)=O)ccc23)cc1 | i | 24 | / | / | -4 | 847
COc1ccc(OC)c(Nc2cc(C)c3ccccc3n2)c1 | i | 32 | / | / | -68 | 497
COc1ccc(C2c3ccc4ccccc4c3Oc3ncn(CCO)c(=N)c32)cc1OC (stereo unspecified) | i | 20 | / | / | -3 | 837
OC(CNCc1cccnc1)COc1ccc2ccccc2c1 (stereo unspecified) | i | 54 | / | / | 2 | 784
COc1cc(NC(=O)NC2Cc3ccccc3C2)cc(OC)c1 | i | 52 | / | / | -4 | 861
Cc1ccc(Cl)cc1NC(=S)N1CCCCCC1 | i | 21 | / | / | -13 | 612
CNC(=O)C1CCN(S(=O)(=O)c2c(C)noc2/C=C/c2ccccc2F)CC1 | i | 25 | / | / | 1 | 827
O=Cc1c(NCc2cccc(F)c2)c2ccccc2[nH]c1=O | i | 56 | / | / | 0 | 841
Cc1cccc(C)c1OCc1cc(C(=O)N(C)CCc2ccccn2)no1 | i | 21 | / | / | -5 | 635
COc1ccccc1Oc1ccc(S(=O)(=O)N2CCCCC2)cc1NC(=O)CCNC(C)=O | i | 5 | / | / | -9 | 781
O=Cc1cccc(OC(=O)/C=C/c2ccco2)c1 | i | 49 | / | / | -2 | 873
Cc1ccc(S(=O)(=O)N(C)C)cc1NC(=O)CN1CCCC1 | i | 34 | / | / | 4 | 824
O=C(Nc1ccncc1)c1ccc(Cl)c(Cl)c1 | i | 20 | / | / | 11 | 821
Cc1nn(CCCC(=O)NCCc2ccc(Cl)cc2)c(=O)c2nn(-c3ccccc3)c(C)c12 | i | 45 | / | / | -14 | 690
CCc1ccc(NC(=O)CCC(=O)c2ccc(C)cc2)cc1 | i | 18 | / | / | -16 | 681
Cc1csc(N2CCN(c3cc4nc(-c5ccncc5)[nH]c4cc3Cl)CC2)n1 | i | 20 | / | / | -6 | 752
CCc1nnc(NC(=O)CCC(=O)N2CCN(c3cc(C)ccc3C)CC2)s1 | i | 19 | / | / | 6 | 747
Cc1ccc(S(=O)(=O)NC(C(=O)N2CCOCCOCCOCC2)C(C)C)cc1 (stereo unspecified) | i | 31 | / | / | 0 | 780
O=[N+]([O-])c1c(NCCO)cc(N2CCCCCC2)c2nonc12 | i | 43 | / | / | 6 | 845
Cc1cccc(C(=O)OCC(=O)NCCNC(=O)COC(=O)c2cccc(C)c2C)c1C | i | 62 | / | / | -2 | 647
O=S(=O)(c1cccs1)N1CN(Cc2ccco2)c2nc3ccccc3nc21 | i | 40 | -0.8 | / | / | / | b-catenin transl cell count 5 µM=1318
CCCCC(=O)NCCc1cc2c(C)ccc(C)c2[nH]c1=O | i | 31 | / | 8.0 | / | / | MT stabilizer Hoechst-high %=2.4;MT stabilizer cytotoxicity %=7.4
Cc1cccc(NC(=O)c2cnc3sccn3c2=O)n1 | i | 44 | / | 9.1 | / | / | MT stabilizer Hoechst-high %=2.0;MT stabilizer cytotoxicity %=4.4
Cc1ccc(N2C(=O)c3oc4ccccc4c(=O)c3C2c2cccc(O)c2)nc1 (stereo unspecified) | i | 9 | / | 7.4 | / | / | MT stabilizer Hoechst-high %=1.6;MT stabilizer cytotoxicity %=6.2
Cc1noc(/C=C/N(C)C)c1S(=O)(=O)N1CCCC(C(=O)N2CCc3ccccc32)C1 (stereo unspecified) | i | 51 | / | 3.8 | / | / | MT stabilizer Hoechst-high %=1.5;MT stabilizer cytotoxicity %=7.1

Two entries picked at random from those above, as already listed:
SMILES | T cell HTS | T cell HTS vesicle-bound % | b-catenin transl | MT stabilizer | Lipid droplet | Lipid droplet cells 6.5 µM | others
Cc1cccc(NC(=O)c2cnc3sccn3c2=O)n1 | i | 44 | / | 9.1 | / | / | MT stabilizer Hoechst-high %=2.0;MT stabilizer cytotoxicity %=4.4
Cc1cccc(C(=O)OCC(=O)NCCNC(=O)COC(=O)c2cccc(C)c2C)c1C | i | 62 | / | / | -2 | 647
